High-throughput results (PubChem)
B2AR arrestin: qHTS assay of beta-arrestin-biased ligands of beta2-adrenergic receptor; Beta-2 adrenergic receptor (Homo sapiens), P07550; beta-arrestin recruitment to beta2AR, cell-based reporter; Potency, µM (highest dose often 46.1 µM), without a hit: at the top dose activation, hits mostly activators; 0.02% of 330,000 active; AID 492947, 2010;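 further: potency means the concentration at half of the fitted maximal effect; 0% = DMSO controls and full agonism = EC100 isoproterenol or metaproterenol; nearly all actives have a fitted effect of over 65% in size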
KCNH2 3.1 inh: qHTS for Inhibitors of KCHN2 3.1: Mutant qHTS; Potassium voltage-gated channel subfamily H member 2, brain isoform KCNH2 3.1 (human); 0.95% of 340,000 active; U2OS KCNH2 3.1, thallium flux FluxOr; hits give low values; activity change, % (tested at about 1.8 µM);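 active means maximum activity change below -70%; inconclusive means maximum activity change from -70% to -50%; inactive means maximum activity change above -50%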;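 further: thallium influx rate constant from kinetic fluorescence after stimulation buffer; on the % scale 0 is the no-effect control and ±100 the full control effect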
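FluxOr-based Tl+ influx in U2OS cells transduced with KCNH2 3.1 virus; rate constants normalized to DMSO controls.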
hERG WT inh: qHTS for Inhibitors of KCHN2 3.1: Wildtype qHTS; Voltage-gated inwardly rectifying potassium channel KCNH2 (Homo sapiens), Q12809; U2OS, BacMam KCNH2, thallium flux FluxOr; hits give low values; activity change, % at 1.84 µM; 0.37% of 340,000 active;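 active means maximum activity change below -70%; inconclusive means maximum activity change between -70% and -50%; inactive means maximum activity change above -50%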; further: on the % scale 0 is the no-effect control and ±100 the full control effect
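U2OS cells were transduced with wild-type KCNH2 virus (2.03 x 10^8 / mL) for 4 h at room temperature, then cultured overnight at 37 C. Thallium flux was read with FluxOr dye. Rate constants were normalized to DMSO controls.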
TRPV1 agonist: HTS Assay for Compounds that Act as Agonists of the Vanilloid Receptor 1. 0.19% of 320,000 active. TRPV1-expressing cells, Fluo-8 calcium influx, agonist mode. activation, % at 8.33 µM; in the data active means activation above about 80%; inconclusive means between about 30% and that limit; further: 0% is about no effect
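TRPV1-expressing cells were cultured overnight at 35.5C and loaded with Fluo-8 calcium dye for 40 to 90 min at room temperature. After a 10 s baseline, compound was added and calcium influx was read kinetically for 3 min (ex 480/em 520 nm).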
USP2a inh: qHTS Assay for Inhibitors of Ubiquitin-specific Protease USP2a Using CHOP2 as the Reporter; Potency, µM (titrated, usually from 38.3 µM), inactives show top-dose activity change, negative = inhibition, hits mostly inhibitors; Ubiquitin carboxyl-terminal hydrolase 2 (Homo sapiens), O75604; 0.01% of 330,000 active; USP2 core, Ub-CHOP2 coupled fluorogenic reporter, 485/531;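 further: potency means the concentration at half of the fitted maximal effect; plate controls were DMSO wells for no effect and full inhibition by NEM control for full effect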
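Cell-free coupled assay: 10nM USP2 core preincubated 30min RT with compound in Tris-HCl pH 8.0/CaCl2/CHAPS buffer, then 25nM Ub-CHOP2 and 25nM reporter substrate; fluorescence (Ex 485/Em 531) read after 60min RT, normalized to NEM inhibition, concentration-response curves fitted.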
Giardia killer: Small Molecules that selectively kill Giardia lamblia: qHTS | Giardia lamblia trophozoite viability | activity change, % at 7.66 µM, hits read low | 0.15% of 340,000 active; in the data active means activity change below about -80%; inconclusive means between about -30% and that limit;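 further: parasites exposed to compound for two days anaerobically before the ATP read; on the % scale 0 is the no-effect control and ±100 the full control effect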
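Giardia lamblia trophozoites (100 cells/well) were incubated with compounds for 48 h at 37 deg C under anaerobic conditions. Viability was read as ATP content by one-step luminescence after 15-30 min at room temperature.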
CXXC DNA block: qHTS Fluorescence Polarization Assay for Inhibitors of MLL CXXC domain - DNA interaction. Histone-lysine N-methyltransferase 2A (Homo sapiens), Q03164. MLL-CXXC / FITC-HOXA9 DNA fluorescence polarization. Potency, µM (top dose mostly 115 µM), without a hit: at the top dose activity change, negative = inhibition, most hits filed as inhibitors. 0.037% of 290,000 active. AID 2662, 2010; active means well fitted inhibition curve with a large enough effect in the polarisation, with a control signal flat, not every such curve was filed as active; inconclusive means small, poorly fitted or top-dose-only effect, or effect the other way, or a change in a side signal; inactive means no such curve, though single readings can be large or run the other way; the % refers to the polarisation; further: potency means the concentration at half of the fitted maximal effect
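Purified MLL-CXXC (added from a 7 uM solution) was preincubated 5 min at ambient with pinned compounds in 50 mM Tris-HCl pH 7.5, 50 mM NaCl, 1 mM DTT, 0.05% BSA. Fluorescein-labeled HOX-A9 DNA (50 nM solution) followed, 30 min, then polarization read.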
PKM2 act: qHTS Assay for Activators of Human Muscle isoform 2 Pyruvate Kinase; Pyruvate kinase PKM (Homo sapiens), P14618; purified PKM2, Kinase-Glo ATP luminescence, activation; response scale: 0% is enzyme alone, no compound; Potency, µM (titrated, usually from 57.5 µM), for inactives: top-dose activation, usual class: activators; 0.34% of 260,000 active; further: potency means the concentration at half of the fitted maximal effect; on the % scale 0 is the no-effect control and ±100 the full control effect; nearly all actives have a fitted effect of over 55% in size
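Purified hPK-M2 (>95% pure) converted ADP (0.1 mM final) to ATP with 0.5 mM PEP in 50 mM imidazole pH7.2, KCl, MgCl2, Tween 20, BSA; 1 h at room temperature. ATP detected by Kinase-Glo luminescence.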
GALK inhibitor: qHTS Assay for Inhibitors of Human Galactokinase (GALK). Purified GALK, Kinase-Glo residual ATP luminescence. Potency, µM (titrated, usually from 57.5 µM), for inactives: top-dose activity change, negative = inhibition, actives largely listed as inhibitors. AID 1868, 2009. 0.007% of 270,000 active; further: potency means the concentration at half of the fitted maximal effect; on the % scale 0 is the no-effect control and ±100 the full control effect
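GALK at 5 nM final was combined with compound, 35 uM ATP and 100 uM galactose in HEPES pH8.0 with MgCl2 and DTT. The reaction ran one hour at room temperature before luminescent ATP detection.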
Menin MLL FP TR: qHTS Assay for Inhibitors Targeting the Menin-MLL Interaction in MLL Related Leukemias: Competition With Texas Red Labeled MLL-derived Mutant Peptide; O00255; Menin + Texas Red MLL mutant peptide, fluorescence polarization; Potency, µM (top dose mostly 61.6 µM), without a hit: at the top dose FP activity change, negative = inhibition, hits mostly inhibitors; 0.23% of 270,000 active; AID 1768, 2009; active means well fitted inhibition curve with a large enough effect in the polarisation, with a control signal flat, not every such curve was filed as active; inconclusive means small, poorly fitted or top-dose-only effect, or effect the other way, or a change in a side signal; inactive means no such curve, though single readings can be large or run the other way; the % refers to the polarisation; further: potency means the concentration at half of the fitted maximal effect; % of control where 0% means no effect; many of its hits are not listed in these tables
Coupling enz: qHTS Assay for Inhibitors of Fructose-1,6-bisphosphate Aldolase from Giardia Lamblia: Coupling assay counterscreen | 0.67% of 290,000 active | AID 2472, 2010 | coupling enzyme system counterscreen, AmpLite Red fluorescence | activity change, negative = inhibition, % at 58.2 µM, hits read low; in the data active means activity change below about -30%; further: on the % scale 0 is the no-effect control and ±100 the full control effect
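Counterscreen lacking aldolase: glyceraldehyde-3-phosphate coupling-enzyme reagent preincubated 10 min at RT with compound (at 57.5 uM final), then substrate/coupling system with AmpLite Red added; fluorescence read at 525/598 nm after 20 min RT.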
* = called active by the depositor; ? = inconclusive; · = no result given; [ ] = remark or other dose. Unless noted, the call rests on the fitted dose curve; in most records, active means well fitted curve in the direction sought with a large enough effect; inconclusive means small, poorly fitted or top-dose-only effect, or another doubt; inactive means no such curve, though single readings can be large; an effect the other way counts as inactive or inconclusive. An excerpt; rates above refer to the full screens.

The first 2 entries as a preview:
Compound	CXXC DNA block	hERG WT inh	PKM2 act	Giardia killer	USP2a inh	KCNH2 3.1 inh	GALK inhibitor	Coupling enz	TRPV1 agonist	B2AR arrestin	Menin MLL FP TR
COc1cc2c(cc1NC(=O)CN1CCN(S(=O)(=O)c3ccc(C)cc3)CC1)oc1ccccc12	4.4%	9.0	-3.7%	5.1	·	-3.7	-3.5%	1.1	1.8	·	8.4%
Cc1nc(=O)c(-c2ccccc2)c(C)n1-c1ccc(S(N)(=O)=O)cc1	6.0%	-3.5	-15.6%	2.8	-3.1%	-16.9	0.1%	-5.7	-2.4	0.0%	-5.9%

The list itself, from the first entry:
Compound	CXXC DNA block	hERG WT inh	PKM2 act	Giardia killer	USP2a inh	KCNH2 3.1 inh	GALK inhibitor	Coupling enz	TRPV1 agonist	B2AR arrestin	Menin MLL FP TR
COc1cc2c(cc1NC(=O)CN1CCN(S(=O)(=O)c3ccc(C)cc3)CC1)oc1ccccc12	4.4%	9.0	-3.7%	5.1	·	-3.7	-3.5%	1.1	1.8	·	8.4%
Cc1nc(=O)c(-c2ccccc2)c(C)n1-c1ccc(S(N)(=O)=O)cc1	6.0%	-3.5	-15.6%	2.8	-3.1%	-16.9	0.1%	-5.7	-2.4	0.0%	-5.9%
COc1ccc(NC(=O)/C(=C\c2ccc(OC)c(OC)c2)NC(=O)c2ccco2)cc1	1.3%	10.7	7.1%	2.6	-1.4%	12.6	-3.0%	·	6.8	-0.2%	·
S=C(Nc1cccc2ccccc12)N1CCN(c2ncccn2)CC1	-2.8%	-1.9	-2.9%	2.9	-2.2%	2.4	2.9%	-21.7	0.8	-0.2%	24.4%
CCCN1C(=O)C(O)(C2COC(C)(C)CC2=O)c2ccccc21 (stereo not given)	18.0%	4.2	-9.0%	-13.7	-0.2%	-12.5	-2.0%	3.9	0.5	0.2%	1.3%
CCN(c1cc(C)cc(C)c1)S(=O)(=O)c1nnc(NC(=O)C(C)C)s1	-1.1%	-4.1	·	5.5	-0.4%	-4.5	-0.6%	-4.0	4.3	-0.1%	36.9%[activator]
Cc1ccc(C)n1-c1ccc(C(=O)O)cc1	4.7%	·	21.0%	·	-25.9%	·	2.8%	2.6	5.0	0.0%	7.4%
N#Cc1cc(Oc2cccc3cccnc23)c(-n2nnc3ccccc32)cc1C#N	1.2%	-23.7	?	1.9	-4.2%	-26.4	3.0%	-20.9	2.3	-0.1%	-15.0%
Cc1ccc(NC(=O)N2CCN(C(=O)C3CCCO3)CC2)cc1 (stereo not given)	-10.3%	-14.1	-0.1%	1.2	2.8%	2.1	4.0%	·	-0.4	0.3%	·
Cc1cc(C(F)(F)F)nn1CC(=O)Nc1ccc(Br)c2cccnc12	-1.4%	1.1	10.6%	-4.6	2.5%	1.4	-5.1%	-0.8	3.3	-0.6%	-5.5%
CCOC(=O)c1[nH]c(C)c(C(=O)OCC(=O)NC2CCS(=O)(=O)C2)c1C (stereo not given)	9.0%	0.0	0.8%	-0.3	1.8%	2.0	-2.3%	-1.9	-0.5	0.0%	·
CCC(=O)c1ccc(OCc2ccc(C#N)cc2)cc1	0.8%	8.5	2.8%	-0.1	0.8%	-13.9	-2.0%	-0.7	1.1	0.5%	9.1%
COc1ccc(-c2csc(NC(=O)CS(=O)(=O)c3ccccc3)n2)cc1	·	-31.2	·	13.8	1.1%	-18.7	·	·	-3.6	0.2%	·
CCCCNC(=O)CCNC(=O)c1ccc(C(C)(C)C)cc1	-2.0%	-4.4	3.5%	-6.8	4.8%	-4.6	0.7%	2.8	19.6	0.0%	-2.7%
CSc1nc2c(ccc3ccccc32)o1	-0.7%	-2.1	-7.0%	4.5	0.6%	1.3	2.8%	-5.6	-1.2	0.0%	3.1%
Cc1ccc(O)c(C(=O)c2cnc3c(c2)CN(C)C(=O)N3)c1	16.3%	-10.1	4.1%	-11.9	0.1%	-2.4	-3.4%	6.3	3.5	-0.8%	·
COc1ccc(CC(=O)OCC(=O)N2CCCC(C)C2)cc1 (stereo not given)	-9.6%	-0.3	-1.2%	-25.3	-1.0%	6.2	-1.7%	-0.7	2.0	0.0%	-0.3%
Cc1cc2nsnc2c(S(=O)(=O)N2CCN(C)CC2)c1C	?	2.1	·	11.7	-1.5%	12.1	1.0%	1.3	1.5	-1.1%	-0.4%
O=C(Nc1ccccc1)OC1CCS(=O)(=O)C1 (stereo not given)	3.4%	-4.0	-0.1%	5.8	2.2%	0.2	·	0.8	-1.0	4.0%	16.7%
CCN(CC)CCCNC(=O)c1oc2ccc3c(c2c1C)C(O)CC(C)(C)O3 (stereo not given)	4.1%	·	·	24.7	1.6%	6.9	-2.7%	-0.8	2.9	0.5%	9.4%
CCCP(=O)(CCC)CCP(=O)(c1ccccc1)c1ccccc1	5.9%	-1.8	0.9%	5.5	2.0%	4.5	-0.2%	-0.3	-0.5	0.3%	22.6%
O=C(CN1C(=O)S/C(=C\c2cccs2)C1=O)Nc1ccc(O)cc1C(=O)O	4.5%	1.8	·	-3.7	-0.8%	-5.4	6.9%	·	1.0	-0.2%	·
COc1ccccc1N1CCN(C(=O)C(=O)c2cn(CC(=O)N3CCCC3)c3ccccc23)CC1	0.5%	-27.1	-1.6%	-29.0	0.2%	-4.2	-5.5%	2.5	-4.0	-0.1%	-17.2%
CCN(CC(=O)Nc1c(F)cccc1F)C(=O)c1cc([N+](=O)[O-])ccc1N1CCCCC1	·	1.1	·	2.4	-1.1%	1.5	·	·	3.0	0.1%	·
Cc1ccc(-n2c(C)nc3c(cnn3-c3ccccc3Cl)c2=O)cc1C	9.5%	-14.8	-6.0%	12.2	-1.5%	5.7	1.4%	-1.3	5.5	-0.2%	2.3%
COc1ccc(C(=O)N(Cc2nc(-c3ccc(C)cc3)no2)C2CCCCC2)cc1OC	1.9%	-6.0	-1.8%	-0.2	1.4%	-18.3	-1.1%	-3.8	9.0	0.0%	-14.7%
CC1=C(C(=O)OC(C)C)C(c2ccc3c(c2)OCO3)NC(=O)N1 (stereo not given)	-1.3%	12.5	-8.0%[11.5 µM]	1.8	-0.1%	-4.0	-3.9%	2.1	1.9	-0.4%	-19.9%
CCOc1ccc(-c2cc(CCCC(=O)N3CCN(c4ccc(OC)cc4)CC3)no2)cc1	2.8%	-0.8	-16.3%	4.0	0.4%	-3.5	0.3%	-12.8	-8.7	0.0%	2.6%
Nc1nc(SCc2c(Cl)cccc2Cl)n[nH]1	2.2%	-5.0	-2.6%	-3.0	-3.6%	1.1	1.2%	-2.9	5.0	0.1%	5.4%
O=C(c1ccc(S(=O)(=O)N2CCC(c3nc4ccccc4[nH]3)CC2)cc1)N1CCOCC1	-5.4%	-8.1	-7.4%	-20.5	-2.2%	2.3	6.0%	-0.9	0.4	0.5%	-2.2%
CC(C)=CC(=O)OCC(=O)Nc1ccc(Cl)cn1	6.0%	-4.9	-0.2%	-6.8	6.2%	-5.4	0.2%	3.1	-1.7	-0.1%	4.6%
COc1ccccc1C(=O)N1CC(=O)Nc2ccc(C)cc2C1c1ccc(F)cc1 (stereo not given)	6.0%	-2.6	·	4.4	4.8%	-12.4	-1.0%	-3.5	19.7	0.2%	?
COc1ccc(OC)c(NC(=O)C2CCN(S(C)(=O)=O)CC2)c1	-4.3%	-10.8	0.1%	-19.4	1.0%	-12.4	-2.8%	0.6	-0.1	-0.6%	-11.3%
CC1=C(C(=O)NCc2ccccn2)C2(CCC(C)CC2)OC1=O (stereo not given)	0.8%	1.6	6.0%	13.7	1.6%	3.1	1.2%	-1.7	-0.7	-0.3%	-1.6%
COc1ccc(S(=O)(=O)N2CCCCCC2)cc1NC(=O)c1ccccc1	19.8%	13.9	-6.6%	-16.1	1.1%	-15.2	4.9%	·	15.4	-0.7%	·
